# Bioassay records: PubChem BioAssay, several laboratories
# NR2F2 inh: NR2F2 (human) inhibition, primary screen. P24468. inhibition, % at 8.6 µM. HEK293T NGFI-A luciferase reporter, luminescence. 370,000 compounds, 0.7% hits;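 active means inhibition above a per-plate cutoff, mean inhibition of test wells between control levels plus 3 SD, cut at about 38% in these data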;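 further: cells cotransfected with COUP-TFII expression vector driving the NGFI-A reporter; 0% = median of COUP-TF2 test wells and 100% = reporter-only cells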
# TWEAK Fn14 block: inhibitors of TWEAK-Fn14 interaction signaling. 360,000 compounds, 2% hits. inhibition, % at 10 µM. AID 1159606. TWEAK-stimulated Fn14 reporter cells, luciferase luminescence, 8 h; in the data active means inhibition above about 50%
# TLR9-MyD88 inh: inhibitors of human TLR9-MyD88 binding; 340,000 compounds, 0.21% hits; AID 504734; inhibition, % at 4.98 µM; CHO BLA complementation TLR9-MyD88, CCF4 FRET ratio; Q9NR96+Q99836;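 active means inhibition above the mean over all tested compounds plus 3 SD, cut at about 21% in these data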;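 further: 0% = DMSO only wells and 100% = clavulanate BLA inhibitor control wells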
# C8 TRAIL sens: caspase-8 TRAIL sensitization; AID 624354; 360,000 compounds, 1% hits; NB7+C8 cells + TRAIL, ATPlite viability luminescence; inhibition (viability loss, TRAIL sensitization), % at 10 µM;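 active means compounds causing at least 50% loss of cell viability in the single-dose screen, relative to plate controls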
# NOD2 RIPK2 PPI: blocks binding of human NOD2 to RIPK2 | O43353 | inhibition, % at 4.98 µM | 360,000 compounds, 0.38% hits | CHO BLA complementation NOD2-RIPK2, CCF4 ratio | AID 624267; in the data active means inhibition above about 21%;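 further: 0% = vehicle only and 100% = reference blocker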
# LMP1 NFkB inh: inhibitors of Epstein-Barr LMP1-induced NF-kappaB reporter. LMP1-induced NF-kappaB luciferase reporter cells, luminescence. inhibition, % at 12.5 µM. 350,000 compounds, 0.69% hits; in the data active means inhibition above about 41%;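 further: 0% = neutral control wells and 100% = reference inhibitor control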
# SRC2 inh: inhibits human steroid receptor coactivator 2. inhibition, % at 9 µM. HEK293 GAL4-SRC2 luciferase reporter, luminescence. 370,000 compounds, 0.17% hits;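 active means inhibition above the mean inhibition of all tested compounds plus 3 SD, set per campaign, cut at about 52% in these data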;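 further: 0% = DMSO treated cells and 100% = cells given Gossypol at 36 µM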
# Target sequence (Q15596 whole entry, looked up, the tested form may be a part): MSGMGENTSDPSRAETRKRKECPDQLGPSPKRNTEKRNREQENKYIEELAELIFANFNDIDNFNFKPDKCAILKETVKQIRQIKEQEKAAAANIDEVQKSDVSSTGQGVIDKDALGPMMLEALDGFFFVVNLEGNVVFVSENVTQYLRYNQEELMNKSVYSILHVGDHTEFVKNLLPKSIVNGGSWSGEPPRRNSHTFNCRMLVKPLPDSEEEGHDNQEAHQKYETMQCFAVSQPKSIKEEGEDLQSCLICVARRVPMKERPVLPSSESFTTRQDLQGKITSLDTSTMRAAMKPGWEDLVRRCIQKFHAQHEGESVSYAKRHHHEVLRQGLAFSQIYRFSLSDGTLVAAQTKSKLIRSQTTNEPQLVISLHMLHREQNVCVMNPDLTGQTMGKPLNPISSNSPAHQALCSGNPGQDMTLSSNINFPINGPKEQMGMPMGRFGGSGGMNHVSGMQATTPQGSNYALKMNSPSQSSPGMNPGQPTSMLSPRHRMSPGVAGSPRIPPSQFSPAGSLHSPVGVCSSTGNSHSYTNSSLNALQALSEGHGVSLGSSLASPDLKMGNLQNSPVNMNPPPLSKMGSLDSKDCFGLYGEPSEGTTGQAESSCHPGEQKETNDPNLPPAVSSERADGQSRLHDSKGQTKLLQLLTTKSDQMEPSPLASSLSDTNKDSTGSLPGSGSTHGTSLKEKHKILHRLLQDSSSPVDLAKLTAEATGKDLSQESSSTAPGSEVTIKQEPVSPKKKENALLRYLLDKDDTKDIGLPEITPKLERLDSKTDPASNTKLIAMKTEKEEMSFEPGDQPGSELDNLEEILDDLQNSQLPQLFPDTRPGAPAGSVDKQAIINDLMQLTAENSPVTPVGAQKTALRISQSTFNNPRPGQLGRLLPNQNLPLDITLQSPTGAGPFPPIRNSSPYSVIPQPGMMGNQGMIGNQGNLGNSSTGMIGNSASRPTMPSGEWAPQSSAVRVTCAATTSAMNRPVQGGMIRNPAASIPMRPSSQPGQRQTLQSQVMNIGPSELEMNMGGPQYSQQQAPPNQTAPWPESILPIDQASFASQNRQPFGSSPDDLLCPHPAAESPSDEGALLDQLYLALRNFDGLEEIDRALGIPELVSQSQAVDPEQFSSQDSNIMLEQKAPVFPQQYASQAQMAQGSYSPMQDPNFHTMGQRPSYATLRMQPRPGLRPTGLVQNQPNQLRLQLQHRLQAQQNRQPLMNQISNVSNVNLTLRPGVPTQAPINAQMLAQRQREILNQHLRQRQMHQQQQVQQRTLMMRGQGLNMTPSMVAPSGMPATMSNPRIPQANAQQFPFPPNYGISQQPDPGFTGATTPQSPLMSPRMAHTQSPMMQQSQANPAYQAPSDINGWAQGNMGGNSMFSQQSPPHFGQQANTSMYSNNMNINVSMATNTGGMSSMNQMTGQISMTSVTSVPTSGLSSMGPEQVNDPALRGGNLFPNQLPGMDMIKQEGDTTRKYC
# NCOA1 inh: human NCOA1 inhibition. Q15788. HEK293 GAL4-SRC1 luciferase reporter, luminescence. inhibition, % at 3.6 µM. 360,000 compounds, 0.12% hits;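 active means inhibition above the campaign mean plus 3 SD, with each screening campaign given its own cutoff, cut at about 60% in these data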;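 further: 0% = DMSO treated cells and 100% = gossypol at 36 µM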
# LRH-1 inv ag: suppresses constitutive activity of human LRH-1 | O00482 | HEK293T StAR-luciferase reporter, LRH-1 transfected, 24 h | inhibition, % at 3.6 µM | 360,000 compounds, 0.13% hits;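 active means inhibition above the mean inhibition of all tested compounds plus 3 SD, cut at about 73% in these data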;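 further: 0% = DMSO wells and 100% = reporter-only cells lacking LRH-1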
# TROY NFkB inh: inhibitors of TROY-dependent NF-kB signaling | inhibition, % at 10 µM | 360,000 compounds, 0.98% hits | AID 1347056 | Q293 LMP1-TROYcd NF-kB luciferase reporter, 4 h;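 active means compounds whose plate-normalised and pattern-corrected inhibition of the luciferase reporter signal at the single screening dose is 50% or more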
# SRC3 inh: inhibitors of human steroid receptor coactivator 3 (SRC3); Q9Y6Q9; HEK293 GAL4-SRC3 luciferase reporter, luminescence; inhibition, % at 3.6 µM; 360,000 compounds, 0.17% hits; AID 588352;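 active means inhibition above a per-campaign cutoff, the mean of all compounds plus 3 SD, cut at about 60% in these data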;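 further: 0% = DMSO-treated cells and 100% = gossypol-treated cells at 36 µM; higher means less SRC3-driven luciferase light from the GAL4 reporter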
# The depositor's hits bear a star; . = not tested or not shown. Only part of the results is shown; count on the stated rates, not on these rows.
compound,NR2F2 inh,TWEAK Fn14 block,TLR9-MyD88 inh,C8 TRAIL sens,NOD2 RIPK2 PPI,LMP1 NFkB inh,SRC2 inh,NCOA1 inh,LRH-1 inv ag,TROY NFkB inh,SRC3 inh
Cn1cnnc1SCC(=O)Nc1nc(-c2ccccc2)cs1,-21.9,2.1,.,-16.7,-13.4,-6.9,-16.8,-5.3,-6.8,0.7,-4.3
C(=C\c1ccccc1)/CN1CCN(C(c2ccccc2)c2nnnn2-c2ccc3c(c2)OCCO3)CC1 (stereo unspecified),-0.8,30.4,.,-6.1,9.1,.,5.7,12.9,-54.0,-16.6,-3.8
COc1cc(C(=O)Nc2ccc(NC(C)=O)cc2)ccc1OCc1ccccc1,1.0,4.0,4.1,-9.3,-2.1,4.9,-12.9,10.2,-0.4,3.5,12.0
O=C1CCCC2=C1C(c1ccccc1)CC(=O)N2c1ccc(F)cc1F (stereo unspecified),-12.6,-1.2,2.4,-12.9,7.3,-0.1,8.7,-1.3,-10.9,13.9,16.6
COc1ccc(CC(=O)n2[nH]c(=O)c3ccccc3c2=O)cc1OC,13.4,17.8,11.4,-1.9,-0.6,7.4,11.3,-13.6,-2.3,-3.6,16.2
CCCNC(=O)C1CCN(S(=O)(=O)c2ccc3c(c2)OCCO3)CC1,-0.9,0.2,6.7,-11.3,4.5,0.2,5.9,-7.1,-8.5,15.1,11.9
COCCCNCC(O)COc1cccc2[nH]c(C)cc12 (stereo unspecified),4.3,-19.4,0.2,-6.9,-4.3,-4.1,-52.2,12.1,-5.8,6.6,-9.4
Cn1c(CNC(=O)c2cccs2)nnc1SCC(=O)Nc1ccccc1,-7.6,0.1,-2.9,-8.1,-4.1,7.2,7.6,-31.5,11.7,-1.2,24.3
Cc1ccc2nc(-c3ccco3)c(CC3CCCCC3)n2c1,.,5.0,.,12.1,-4.6,.,.,-6.3,-6.9,-3.7,-11.8
CN1CCN(C(=O)CCc2ccc(S(=O)(=O)NC3CCCCC3)cc2)CC1,14.7,8.4,8.5,-2.1,-8.5,-3.6,0.4,-0.9,-16.8,-1.2,12.9
COc1ccccc1NC(=O)c1cnc(SCC(=O)NCCc2ccccc2)n(C)c1=O,-5.0,-5.3,1.5,9.5,-7.5,-27.1,-5.6,-13.3,-9.0,-9.6,-2.6
CC(=O)Nc1ccc(C(=O)COC(=O)C2CC3CCCC(C2)C3=O)cc1 (stereo unspecified),-3.4,-7.0,-5.9,1.4,-1.0,-8.0,-3.1,-9.2,21.8,13.1,-1.3
COc1ccc(Cl)cc1C(=O)Nc1cccnc1Cl,3.5,-27.1,-7.8,3.5,-4.8,-11.1,-25.8,-30.2,-18.6,-19.3,-30.0
Cc1ccc(S(=O)(=O)NCCCCCC(=O)Nc2c(C)n(C)n(-c3ccccc3)c2=O)cc1,9.9,1.8,0.9,2.8,6.4,-2.3,8.5,-10.3,11.7,-13.8,5.9
O=C(NNC(=S)Nc1ccccc1C(F)(F)F)C1CC1,-1.7,5.1,.,10.5,-0.9,4.1,12.5,-12.0,13.3,1.3,17.0
COc1ccc(C2(C(=O)NCCCN(C)C)CCOCC2)cc1,17.0,13.8,10.3,1.6,-4.8,5.7,5.0,-14.5,-6.5,7.6,-11.4
COc1ccc(/C=N/N(C(C)=O)c2nc(-c3ccc(C)cc3)cs2)cc1,17.6,-12.9,-1.2,12.0,-2.8,-20.8,-23.4,-4.4,-14.0,-51.9,16.8
CCCCN(C)S(=O)(=O)c1ccc(C(=O)Nc2nnc(C3=COCCO3)o2)cc1,-8.3,7.3,1.6,13.2,-8.8,4.7,-6.7,8.9,-5.7,8.1,10.8
COc1ccc(/C=N\NC(=O)c2ccc(-c3ccccc3)cc2)c(OC)c1OC,0.4,-4.3,-10.7,14.7,-0.3,4.1,16.2,17.1,7.3,14.8,-2.5
Cc1onc(-c2c(F)cccc2Cl)c1C(=O)OCC(=O)NC(c1ccccc1)c1ccccc1,2.3,17.8,-4.9,2.1,2.9,-5.0,-30.4,5.6,-2.7,7.8,19.8
Cc1ccc(-c2nc(CN3CCN(c4cnccn4)CC3)c(C)o2)o1,-4.0,-10.9,-8.6,-3.8,3.3,-8.8,18.4,19.6,10.2,2.9,14.4
CC(C)Sc1nnc(NC(=O)c2ccco2)s1,-15.0,-6.5,-3.9,1.4,6.5,-4.3,-45.0,-48.6,-90.0,-30.2,-49.9
CCOc1ccccc1Nc1nc(N)nc(CN2CCCCC2C)n1 (stereo unspecified),-3.9,3.8,2.2,3.2,-0.3,-7.5,13.8,11.9,-0.6,6.0,8.2
COc1ccc(CN2CCN(C(=O)c3cccnc3)CC2)cc1Br,4.1,-8.7,10.5,5.0,-6.5,-6.1,2.1,9.3,11.2,-17.9,4.5
Cc1ccc2nc(C)c(CN3CCN(c4ccc([N+](=O)[O-])cc4Cl)CC3)n2c1,18.9,12.1,-6.6,25.4,-0.9,28.9,1.0,1.3,21.1,9.4,14.9
CCCCN(CCCC)Cc1ccc(C(=O)NN)o1,17.9,1.5,-12.5,1.5,-5.0,10.8,15.1,-3.1,-4.8,26.0,11.2
COc1ccc2cc(Br)ccc2c1CC(=O)NC(C)(C)C,1.8,-31.7,-18.1,-10.6,1.5,0.5,-1.6,8.7,-21.5,-13.3,-1.9
COc1ccc(C2=NOC(C(=O)O)C2)cc1 (stereo unspecified),5.6,6.8,-4.9,-12.6,0.0,-2.6,-33.9,0.5,-20.1,19.3,-12.1
COc1ccc(C(=O)NC(C(=O)N2CCN(C/C=C/c3ccccc3)CC2)C(C)C)cc1 (stereo unspecified),-1.3,-38.5,1.3,-9.7,-12.8,-1.2,5.0,5.1,15.7,-6.5,9.2
CCOc1ccc2nc(SCC(=O)NC(=O)C(C)C)sc2c1,2.6,-8.5,-3.0,-0.6,-4.0,-1.3,-21.0,-23.3,-28.8,-38.8,-10.3
C[C@]12CCC3C(CC=C4C[C@@H](O)CC[C@@]43C)C1CCC2[C@]1(C)CCC(=O)O1 (stereo partly specified),2.8,-23.0,-6.0,-3.4,-9.5,12.5,9.7,-5.0,17.4,-5.6,10.5
CN(C(=O)COC(=O)c1ccc(Cl)nc1)C1CCS(=O)(=O)C1 (stereo unspecified),1.0,-1.8,-3.8,0.9,-11.2,-7.2,-30.0,7.3,-11.0,-8.3,6.9
CC(=O)c1sc2c(c1OC(=O)c1ccc(Cl)cc1Cl)c(=O)n(-c1ccccc1)c(=S)n2-c1ccccc1,-14.8,49.0,1.7,14.6,2.9,-3.8,-3.3,3.1,2.5,-73.4,4.6
COc1ccccc1C(=O)Nc1nnc(S(=O)(=O)N2CCC(C)CC2)s1,10.7,-17.2,-8.8,4.2,8.3,-10.5,-17.3,-5.0,19.5,-25.1,-23.8
O=C(COc1ccc2ccc(=O)oc2c1)Nc1ccc(N2CCOCC2)cc1,-7.6,-23.4,3.7,-6.6,-9.1,10.0,16.3,-4.4,63.5,12.5,4.7
COc1ccc(C=C(C(C)=O)C(C)=O)cc1OC,-16.9,-10.9,-11.6,4.5,-8.6,6.5,-10.9,-4.7,-23.2,-2.3,19.4
Cc1cc2nc(NCCCO)n(CC(=O)c3cc(C(C)(C)C)c(O)c(C(C)(C)C)c3)c2cc1C,-4.6,61.5*,6.0,20.9,11.0,0.3,-19.9,3.4,-5.7,48.0,12.7
CNC(=O)CN(c1cc(OCCOC)c(Cl)cc1Cl)S(=O)(=O)c1ccc(OC)cc1,-2.2,9.8,3.6,-0.5,-6.5,0.5,7.4,-10.4,-11.2,22.2,7.4
Cc1ccc(CNc2c(C=O)c(=O)[nH]c3ccccc23)cc1,-3.4,-4.8,-5.7,4.2,4.8,-2.8,-15.6,-2.6,10.6,-2.7,3.5
COc1cccc(C(=O)NCc2n[nH]c(=S)n2-c2cccc(C)c2)c1,-7.9,-8.0,5.4,0.7,-3.4,0.1,1.0,-0.5,-9.3,-13.1,13.0
C=CCn1c(SC(C)C(=O)NCc2ccc3c(c2)OCO3)nnc1C1CCCCC1 (stereo unspecified),20.3,-5.6,-3.0,16.5,0.8,0.6,-6.5,15.6,3.6,-5.7,19.1
CCOC(=O)c1cccc(-c2ccc(C=O)o2)c1,-19.5,10.8,2.9,1.0,2.9,-1.0,-23.1,-23.2,-51.5,-51.9,-21.5
CCOC(=O)c1cnc(-n2nc(C)cc2C)nc1NNc1nc(C)cc(C)n1,-20.5,17.6,-1.2,-7.1,-16.0,-1.2,-35.3,-1.2,6.1,-5.8,5.8
COc1cccc(N=C(N)N=C(N)N)c1,5.6,4.2,7.5,-6.3,-23.5,-1.6,10.5,13.6,-4.3,4.9,20.1
S=c1[nH]nc(-c2cc3ccccc3o2)n1Cc1ccccc1,-3.8,10.9,-0.8,-2.3,-5.3,-11.3,-4.2,2.7,10.1,-14.9,16.7
O=c1cc(CO)oc(C(Nc2cccc([N+](=O)[O-])c2)c2ccccn2)c1O (stereo unspecified),-1.7,-11.7,1.1,-2.9,-3.1,0.7,-16.4,-11.4,2.9,-27.8,5.4
Cc1cccc2cc(-c3nc4c(C)cccn4c3NCc3ccco3)c(=O)[nH]c12,13.6,-4.5,-0.6,-6.3,11.2,-1.9,-18.6,2.4,-14.9,.,2.1
Cc1ccc(S(=O)(=O)/N=S(/c2ccccc2)C(C)C)cc1 (stereo unspecified),13.2,-3.6,-12.3,-3.9,-9.7,1.4,20.2,0.6,-2.8,0.5,25.3
CCCCCN1CC(O)=C(c2ccccc2)C1=N,-12.0,5.5,2.9,-10.0,-2.2,-0.6,-12.5,2.5,-3.8,12.6,-2.1
NCCc1nc(-c2ccccc2)cs1,11.8,4.2,-1.0,0.8,-12.7,-1.6,-18.2,-9.1,-1.8,-0.9,12.2
O=C(Nc1nc(=O)c2ccccc2s1)c1ccccc1,-35.1,-3.5,0.0,34.2,-0.4,-27.9,-15.1,-106.8,-68.1,-21.1,-114.6
O=C(NCc1ccccc1Cl)c1ccc(S(=O)(=O)NCc2ccco2)cc1,-6.4,0.1,-6.7,-15.7,-7.5,4.0,5.3,-3.4,-0.5,-10.7,-1.8
COC(c1ccccc1)c1nc2ccccc2[nH]c1=O (stereo unspecified),-9.1,-10.8,-6.3,-11.8,4.4,2.3,4.1,5.0,3.4,2.6,-2.8
N#Cc1cccc(NC(=O)Cc2ccccc2)c1,13.1,1.2,1.1,0.4,-5.0,10.0,10.6,-14.9,-9.4,3.1,11.1
CCS(=O)(=O)c1ccc(-c2cccc(NC(=O)c3ccco3)c2)nn1,14.3,-2.7,-4.5,13.8,-1.5,5.8,-35.0,10.0,26.8,-8.9,18.1
CCc1ccc(NC(=O)NCc2cccnc2)cc1,3.4,-16.1,-4.3,15.1,-6.5,-5.4,-7.0,-49.2,1.5,-7.2,-8.4
